From PubChem BioAssay
NPYLR7 ag: agonists of mosquito NPYLR7 receptor, primary screen, cell-based, Aedes aegypti, calcium fluorescence, mosquito biting behavior; AID 1259423, 2018; Aedes aegypti neuropeptide Y-like receptor 7 (NPYLR7); 270,000 tested, 0.15% active; activation, % at 10 µM; HEK293T NPYLR7/Galpha15, GCaMP6s calcium fluorescence; in the data active means activation above about 40%;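 further: 0% = vehicle and 100% = reference agonist at the receptor; some compounds past the cut are filed as inactive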
hcGAS inh: Primary biochemical luminescence assay for human cyclic GMP-AMP synthase inhibitors | 290,000 tested, 0.081% active | recombinant h-cGAS, ATP depletion, Kinase-Glo luminescence | AID 1259398, 2018 | inhibition, % at 12.5 µM | Q8N884;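 further: 0% = vehicle reaction and 100% = reaction without DNA for no activity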
Target sequence (Q8N884 whole entry, looked up): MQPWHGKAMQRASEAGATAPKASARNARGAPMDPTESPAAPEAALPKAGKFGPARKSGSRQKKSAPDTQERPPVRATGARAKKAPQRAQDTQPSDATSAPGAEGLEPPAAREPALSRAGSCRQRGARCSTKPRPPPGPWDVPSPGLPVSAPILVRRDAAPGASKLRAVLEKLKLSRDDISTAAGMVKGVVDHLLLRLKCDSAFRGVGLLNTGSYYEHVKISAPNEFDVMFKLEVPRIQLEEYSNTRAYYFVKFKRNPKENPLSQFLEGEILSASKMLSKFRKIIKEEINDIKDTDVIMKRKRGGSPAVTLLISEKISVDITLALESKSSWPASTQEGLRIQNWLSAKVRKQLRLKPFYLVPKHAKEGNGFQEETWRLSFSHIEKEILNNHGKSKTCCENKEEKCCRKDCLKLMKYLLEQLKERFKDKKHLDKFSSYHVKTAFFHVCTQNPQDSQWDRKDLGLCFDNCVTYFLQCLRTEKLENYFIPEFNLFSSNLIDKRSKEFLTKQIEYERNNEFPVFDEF
mcGAS lum: cyclic GMP-AMP synthase inhibitors, mouse, primary biochemical chemiluminescence | inhibition, % at 12.5 µM | recombinant cGAS, Kinase-Glo ATP depletion luminescence | Q8C6L5 | 160,000 tested, 0.15% active;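 further: 0% = negative control wells and 100% = reference inhibitor with no enzyme activity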
Active calls of the source: *; / = no result given. Unless noted, no stated cut-off is given here; in the data, active means inhibition above about 40%; inactive means the rest.

SMILES | NPYLR7 ag | hcGAS inh | mcGAS lum
C=CCOCC(O)CN(CC(=O)N1CCc2sccc2C1COc1ccc(Cl)cc1)C1CC1 (centres undefined) | 15 | -3 | -6
Cc1cccc(CSc2nnc(C(Cc3ccccc3)NC(=O)c3ccc(F)cc3)n2-c2ccc([N+](=O)[O-])cc2)c1 (centres undefined) | 24 | -6 | -4
CONC(=O)C(C)SCc1nc2scc(-c3ccccc3)c2c(=O)[nH]1 (centres undefined) | -7 | -9 | /
Cc1ccc(S(=O)(=O)NN2CC3(C)C4CCC3(C)C2(C(N)=O)C4)cc1 (centres undefined) | -3 | -6 | /
CC1=NC2=C(C(=O)CC(C)(C)C2)C(c2ccccc2C(F)(F)F)C1C#N (centres undefined) | -7 | -3 | -1
CCOc1ccc(NC(=O)N(CCCOC)CC(=O)N(CCc2ccc(OC)c(OC)c2)Cc2ccco2)cc1 | -8 | -5 | -5
COc1ccc(-c2ccc(-n3cnnc3)nc2C)cn1 | -3 | 1 | /
COc1ccc(OC)c(NC(=O)c2cc3cc(Br)ccc3oc2=O)c1 | -12 | 2 | 0
CN(Cc1cc(C(C)(C)C)n[nH]1)Cc1ccnc2ccccc12 | 0 | -3 | -7
CCC(CC)C(=O)NCc1nnc(SCc2cccc(OC)c2)n1-c1cc(Cl)ccc1C | 14 | -7 | -5
COC(=O)CC1CNNC1=O (centres undefined) | -2 | -3 | /
CCCCCCC(=O)Nc1ccc2[nH]cc(CCN3CCN(c4cccc(C(F)(F)F)c4)CC3)c2c1 | 5 | -7 | -6

Compound profiles, as listed above:
COC(=O)CC1CNNC1=O (centres undefined) as listed: NPYLR7 ag = -2; hcGAS inh = -3; mcGAS lum = /
CC1=NC2=C(C(=O)CC(C)(C)C2)C(c2ccccc2C(F)(F)F)C1C#N (centres undefined) as listed: NPYLR7 ag = -7; hcGAS inh = -3; mcGAS lum = -1

Going on with the list:
SMILES | NPYLR7 ag | hcGAS inh | mcGAS lum
N#Cc1ccc(C(=O)N(Cc2cccnc2)c2nc3cc4c(cc3s2)OCO4)cc1 | -9 | 0 | -7
CC(c1cccc(-c2ccc3[nH]ncc3c2)c1)N1CCCC1 (centres undefined) | / | -7 | -11
COc1ccc(S(=O)(=O)N(CC(=O)NC2CCCC2)c2ccc(C)cc2)cc1OC | 1 | -1 | -1
COc1ccc(CSc2nnc(-c3cc(OC)cc(OC)c3)n2C2CCCCC2)cc1 | / | -11 | -9
CCOC(=O)c1cnc2c(c1)c(C#N)cn2CC(=O)NCCOC | 1 | 1 | -2
CN(Cc1n[nH]c2c1CCC2)c1nc(-c2ccncc2)nc2c1CNC2 | 4 | -6 | -9
FC(F)(F)c1ccnc(-c2cccc3ccnn23)c1 | 8 | -7 | /
CN(CCC#N)C(=O)CSc1n[nH]c(C=Cc2cccs2)n1 | -1 | -2 | -5
COc1ccc(/C=C2\Oc3c(ccc4c3CN(C3CC3)CO4)C2=O)c(OC)c1OC | 34 | -7 | -12
Cc1ccccc1C(=O)N1CCN(c2nccc(-c3ccc4c(c3)OCO4)n2)CC1 | -8 | -5 | -6
CCCCCCCC(=O)Nc1c(-c2ccccc2)nc2ccccn12 | -2 | -7 | -6
COc1ccc2c(c1)C1OCCC1C(c1ccco1)N2 (centres undefined) | 7 | -6 | /
N#C/C(=C/c1ccc(N2CCCCCC2)o1)c1ccc(F)cc1 | 88* | -9 | /
Cn1c(=NN=Cc2ccccc2Br)sc2ccccc21 | 8 | -8 | /
CC(C)[C@@H]1CC[C@@H](C)C[C@@H]1P(=O)(c1ccccc1)c1ccccc1 | -22 | 2 | /
CCOC(=O)[C@H]1C[C@@H]2O[C@H]1[C@H]1CN(Cc3ccco3)C[C@H]1[C@@H]2O | 7 | -7 | -1
COC(=O)c1csc(CN(C(=O)c2ccccc2Br)C2CCCCC2)n1 | 11 | -5 | -6
CC1C(=O)N(c2ccc([N+](=O)[O-])cc2)CCN1C(=O)c1ccccc1Cl (centres undefined) | 4 | 2 | /
O=C(Oc1coc(CSc2ncccn2)cc1=O)c1ccc(-c2ccccc2)cc1 | -9 | -6 | -7
CN(C)c1ccc(NC(=O)C2CCCC2)cc1CN(CC1CCCO1)C(=O)C1CC1 (centres undefined) | / | -6 | -12
CC(C)(C)CC(C)(C)NC1=NCCNC1C(C)(C)C (centres undefined) | / | -11 | -5
CCc1cccc(CC)c1N(COC)C(=O)Cn1c(C)nc2ccccc21 | -2 | -4 | -4
COc1ccc(COc2ccc(Cl)cc2C(N)=O)cc1F | -1 | -1 | -5
CCN(CC)C(=O)Oc1ccc2c(ccn2Cc2cc(C)cc(C)c2)c1NC(=O)c1ccc(F)cc1F | 2 | -4 | -4
COc1ccccc1N1CCN(C(=O)CN2CC3=C(C2=O)C(c2ccccc2C(F)(F)F)NC(=O)N3C)CC1 (centres undefined) | 0 | -5 | -3
CCOC(=O)C1CCCN(C(=O)c2coc(CN(CCc3c[nH]c4ccccc34)Cc3sccc3C)n2)C1 (centres undefined) | / | -4 | -5
COc1ccc(CCn2c(-c3ccco3)nc3c(c(=O)c4ccccc4n3C)c2=O)cc1 | -5 | 18 | /
Clc1ccc(Nc2nccc3c2ncn3Cc2ccccc2)cc1 | -6 | -6 | -6
CCNC(=O)NC(=O)CN1CCOC(c2ccccc2Cl)C1 (centres undefined) | 10 | -7 | /
Cc1ccc2c(CC(=O)NCCC3CN(C)CCO3)coc2c1 (centres undefined) | 7 | -4 | -12
Cc1nn(CCc2nc(-c3ccccc3)cs2)c2[nH]c(=O)cc(C(F)(F)F)c12 | 3 | 0 | /
Cc1ccccc1-c1ncc(CNCc2cccnc2-n2cncn2)s1 | -6 | 6 | -3
CN(C)c1ccc(/C=N\Nc2nc(N3CCOCC3)nc(N3CCOCC3)n2)cc1 | 0 | 5 | 0
CN(CC(=O)Nc1c(Cl)cccc1Cl)C(=O)CCc1ncc(-c2ccccc2Cl)o1 | -6 | 2 | /
O=C(NCC(c1ccco1)S(=O)(=O)c1ccc(Cl)cc1)Oc1ccccc1 (centres undefined) | 9 | -6 | -7
CN1CCN2CCN(Cc3ccc(-n4ccnc4)cc3)CC2C1 (centres undefined) | 1 | -4 | /
O=C(Cc1ccc(F)cc1)Nn1cnc2c(cnn2-c2ccc(F)cc2)c1=O | 8 | -10 | /
Cc1cc(F)ccc1Oc1cc(N2CCN(C(=O)c3ccccc3Br)C(C)C2)ncn1 (centres undefined) | 1 | -8 | -3
COc1ccc(NC(=O)CSc2nc3c(c(=O)n2-c2cc(C)cc(C)c2)SCC3)c(OC)c1 | -5 | -1 | -5
CNC(=O)c1cccc(-c2cc(C3(CNCCCOC)CC3)ccn2)c1 | -6 | -1 | -1
C=CCN1CC(C)(C)CN(S(=O)(=O)c2ccc(C)cc2)CC1=O | 5 | -5 | -7
CCOc1ccc2nc3cc(N)ccc3c(N)c2c1 | 72* | 99* | /
CCC(C(=O)Nc1cc(C)ccc1C)n1c(C)cc(C)nc1=O (centres undefined) | 2 | -4 | -6
CC(C)c1noc(N2CCC3(CCOC3)C2)n1 (centres undefined) | 14 | -6 | /
COc1ccccc1OC1CN(C(=O)c2occc2C)C1 | -8 | -3 | -7
COc1ccc(N2CC(C(=O)NCCN3CCc4sccc4C3)CC2=O)cc1 (centres undefined) | 11 | -11 | /
Cc1ccc(-c2cc(C(F)(F)F)n3nc(C(=O)Nc4nc(C)cs4)cc3n2)cc1 | 4 | -6 | -4
CC(C)(C)c1ccc(C(C)(C)N)cc1 | -1 | -3 | -15
Cc1ccc(CNC(=O)c2csc(Nc3ccc(S(C)(=O)=O)cc3)n2)cc1 | 9 | -11 | /
CC1=NN(C(=O)c2ccccc2)C(O)(c2ccccc2)C1 (centres undefined) | -9 | -4 | -5
CCc1cccc(CC)c1NC(=O)Cn1nc(-c2cccs2)c2sc(N3CCCC3)nc2c1=O | -3 | -1 | 2
Nc1nc(NCCc2ccccc2)nc(-c2cc(Cl)ccc2O)n1 | -6 | -9 | /
CCCCCSc1nc2c(c(=O)[nH]c(=O)n2C)n1CCOCC | / | -7 | -9
CN(C)P(=NC(=S)Nc1ccc(I)cc1)(c1ccncc1)N(C)C | 11 | -3 | /
COc1nc2ccccc2cc1CN1CCN2C(=O)CN(C)C(=O)C2C1 (centres undefined) | 2 | -3 | /
CC(C)(C)c1nnnn1CC(=O)Nc1ccc(Br)cc1 | 3 | -9 | /
CC(c1ccccc1)N(C)CC(=O)Nc1ccc2c(c1)OCO2 (centres undefined) | -4 | 0 | /
O=c1[nH]c2cc3c(cc2cc1CN1CCCN2CCC[C@H]2C1)OCO3 | 18 | -5 | /
Cn1c(CO)nnc1CC1CCN(C(=O)c2c[nH]c3ccccc23)CC1 | 5 | -6 | /
CC1CCCCC1NC(=O)CN1CCN(CC(=O)Nc2ccc(Cl)c(C(F)(F)F)c2)CC1 (centres undefined) | 27 | -12 | -8

A different layout for part of the listing above:
Every second line gives: NPYLR7 ag, hcGAS inh, mcGAS lum
CC(C)[C@@H]1CC[C@@H](C)C[C@@H]1P(=O)(c1ccccc1)c1ccccc1
 : -22, 2, /
CCOC(=O)[C@H]1C[C@@H]2O[C@H]1[C@H]1CN(Cc3ccco3)C[C@H]1[C@@H]2O
 : 7, -7, -1
COC(=O)c1csc(CN(C(=O)c2ccccc2Br)C2CCCCC2)n1
 : 11, -5, -6
CC1C(=O)N(c2ccc([N+](=O)[O-])cc2)CCN1C(=O)c1ccccc1Cl (centres undefined)
 : 4, 2, /
O=C(Oc1coc(CSc2ncccn2)cc1=O)c1ccc(-c2ccccc2)cc1
 : -9, -6, -7
CN(C)c1ccc(NC(=O)C2CCCC2)cc1CN(CC1CCCO1)C(=O)C1CC1 (centres undefined)
 : /, -6, -12
CC(C)(C)CC(C)(C)NC1=NCCNC1C(C)(C)C (centres undefined)
 : /, -11, -5

More results
SMILES | NPYLR7 ag | hcGAS inh | mcGAS lum
O=C(c1c(F)cccc1Cl)N1CCC(c2nc(-c3ccccc3F)no2)CC1 | 2 | -6 | -7
CCCN(Cc1cccn1Cc1ccc(C(=O)N2CC3(C)CC2CC(C)(C)C3)o1)C(=O)C1CC1 (centres undefined) | / | 0 | -3
CC(C)c1nc2ccccc2n1Cc1ccc(F)cc1 | -2 | -5 | -2
Cc1ccc(-c2nn(CC(=O)Nc3ccc(F)cc3F)c(=O)c3nc(C)sc23)c(C)c1 | -2 | 10 | 0
CN(CC(=O)Nc1sc2c(c1C#N)CCC2)Cc1ccc(Cl)s1 | 0 | 10 | -1
Cc1ccc(S(=O)(=O)NC(=O)C2(C)CCN2C(=O)C2(c3ccc(Cl)cc3)CCC2)nc1 (centres undefined) | 5 | -6 | /
COc1ccc(NC(=O)C2CCN(C(=O)[C@@H]3CCCN3C(=O)Nc3cc(C(F)(F)F)ccc3Cl)CC2)cc1 | 30 | -5 | -7
O=C(O)c1cccc(N2C(=O)C3C(C2=O)C2C=CC3C23CC3)c1 (centres undefined) | 0 | -7 | -5
O=C(CSc1nncn1-c1ccccc1)NCCN1C(=O)CSC1=O | 14 | 0 | /
Cc1cc(C)c(CNc2c(C#N)cnc3ccc(Cl)cc23)c(=O)[nH]1 | 8 | -3 | /
COC(=O)c1sc(S(=O)(=O)NC(CCSC)C(=O)O)c(C(=O)OC)c1C (centres undefined) | 0 | 1 | /
CC(=O)c1cccc(S(=O)(=O)Nc2ccc3scnc3c2)c1 | 8 | 1 | -12
C=CCN(Cc1nccn1Cc1ccccc1C(F)(F)F)C(=O)c1ccc(F)cc1 | -4 | -4 | -4
Cc1cc(C)c(C2NC(=O)N(C)C3=C2C(=O)N(Cc2ccco2)C3)cc1C (centres undefined) | 2 | 0 | -3
Cc1ccc(S(=O)(=O)NCc2ccco2)c(C)c1C | 2 | -2 | -2
CCn1nnc2c(SCC(=O)N3CCN(c4ccccc4)CC3)ncnc21 | 0 | -7 | /
CC12CCC(CN(C(=O)N3CCOCC3)C1)C2(C)C (centres undefined) | 2 | -8 | /
CCC(=O)N1CCN(c2ncnc3c2nnn3-c2ccc(F)cc2)CC1 | -8 | -6 | -8
COCCn1c(=O)c2c(nc3n(-c4cc(C)ccc4C)c(C)c(C)n23)n(C)c1=O | 13 | -9 | /
Cc1cc2nc(Nc3ccccc3)c3ccccc3n2n1 | -3 | -6 | -6
CCOc1cc(C#N)ccc1OS(=O)(=O)c1cccs1 | 0 | -5 | /
CN(Cc1cnn(C)c1)C(=O)C1(c2cccc(Cl)c2)CCCCC1 | -1 | -10 | /
CCN(C(=O)Cn1c(C(F)(F)F)ccc(C(N)=O)c1=O)C1=CCCC1 | 5 | -12 | /
CS(=O)(=O)N1CCN=C1SCc1cccc([N+](=O)[O-])c1 | 10 | -6 | -7

Retrieved by compound from the entries so far:
SMILES | NPYLR7 ag | hcGAS inh | mcGAS lum
CS(=O)(=O)N1CCN=C1SCc1cccc([N+](=O)[O-])c1 | 10 | -6 | -7
Cc1ccc(S(=O)(=O)NCc2ccco2)c(C)c1C | 2 | -2 | -2

Continuation:
SMILES | NPYLR7 ag | hcGAS inh | mcGAS lum
CC(C)C(OC(=O)CC1CCCC1)C(=O)NC(N)=O (centres undefined) | 0 | -12 | /
CCCc1nc(N2C[C@@H]3[C@H](C2)[C@H]2CC[C@@H]3O2)no1 | 0 | -6 | /
CN1C(=O)c2ccc(-c3ccccc3)nc2NC1C(=O)N1CCN(c2ccccc2)CC1 (centres undefined) | -10 | -2 | /
Cc1nc2sc(C)c(C)n2c(=O)c1NC(=O)C(C)Oc1ccc(Cl)cc1Cl (centres undefined) | 10 | -5 | /
CNC(=O)C(C)OC(=O)CNS(=O)(=O)c1c(C)c(C)cc(C)c1C (centres undefined) | -3 | 1 | 1
O=C(Cc1cccs1)OCc1cc(=O)n2cc(Br)ccc2n1 | 0 | 6 | /
COc1cc(CN2CCC(CO)(CCOc3ccccc3)CC2)cc(OC)c1 | 5 | -1 | /
